USP30 block: inhibitors of human USP30 deubiquitinase; Ubiquitin carboxyl-terminal hydrolase 30 (Homo sapiens), Q70CQ3; purified USP30, Ub-rhodamine cleavage fluorescence; AID 1645860, 2021; inhibition, % at 25 µM; 5.3% of 47,000 active
Target sequence (Q70CQ3 whole entry, looked up): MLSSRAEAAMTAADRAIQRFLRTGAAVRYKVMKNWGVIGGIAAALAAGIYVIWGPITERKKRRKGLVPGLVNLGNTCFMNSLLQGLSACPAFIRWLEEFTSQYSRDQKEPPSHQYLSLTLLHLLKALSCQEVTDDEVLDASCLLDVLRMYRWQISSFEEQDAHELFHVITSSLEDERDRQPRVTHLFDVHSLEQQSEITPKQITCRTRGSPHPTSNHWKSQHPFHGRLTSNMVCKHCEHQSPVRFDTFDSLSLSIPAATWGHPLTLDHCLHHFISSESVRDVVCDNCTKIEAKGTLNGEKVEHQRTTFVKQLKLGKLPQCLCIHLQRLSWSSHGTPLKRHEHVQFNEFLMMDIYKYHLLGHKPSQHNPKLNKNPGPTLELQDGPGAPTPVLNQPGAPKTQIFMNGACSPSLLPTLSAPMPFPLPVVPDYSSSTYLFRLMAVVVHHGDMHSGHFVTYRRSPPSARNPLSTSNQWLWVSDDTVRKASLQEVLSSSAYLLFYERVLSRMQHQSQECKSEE
USP10 inh: inhibitors of human USP10 deubiquitinase; inhibition, % at 20 µM; purified USP10, Ub-rhodamine fluorescence, 60 min; AID 1645856, 2021; 1.1% of 47,000 active
USP7 inh: inhibitors of human USP7 deubiquitinase. Ubiquitin carboxyl-terminal hydrolase 7 (Homo sapiens), Q93009. purified USP7, Ub-rhodamine cleavage fluorescence. inhibition, % at 20 µM. 0.3% of 47,000 active
USP8 block: inhibitors of human USP8 deubiquitinase; Ubiquitin carboxyl-terminal hydrolase 8 (Homo sapiens), P40818; purified USP8, Ub-rhodamine cleavage fluorescence, 30 min; inhibition, % at 20 µM; 4.2% of 47,000 active; AID 1645853, 2021
USP28 inh: inhibitors of human USP28 deubiquitinase. AID 1645857, 2021. 3% of 47,000 active. inhibition, % at 25 µM. purified USP28, Ub-rhodamine cleavage fluorescence, 30 min
USP17 inh: inhibitors of human USP17 deubiquitinase; Ubiquitin carboxyl-terminal hydrolase 17-like protein 5 (Homo sapiens), A8MUK1; purified USP17, Ub-rhodamine cleavage fluorescence, 3 h; inhibition, % at 50 µM; 6.5% of 47,000 active; AID 1645855, 2021
OTUD3 inh: inhibitors of human OTUD3 deubiquitinase; purified OTUD3, Ub-rhodamine fluorescence, 2 h; inhibition, % at 25 µM; 0.7% of 47,000 active; AID 1645858, 2021
Target sequence (Q5T2D3 whole entry, looked up): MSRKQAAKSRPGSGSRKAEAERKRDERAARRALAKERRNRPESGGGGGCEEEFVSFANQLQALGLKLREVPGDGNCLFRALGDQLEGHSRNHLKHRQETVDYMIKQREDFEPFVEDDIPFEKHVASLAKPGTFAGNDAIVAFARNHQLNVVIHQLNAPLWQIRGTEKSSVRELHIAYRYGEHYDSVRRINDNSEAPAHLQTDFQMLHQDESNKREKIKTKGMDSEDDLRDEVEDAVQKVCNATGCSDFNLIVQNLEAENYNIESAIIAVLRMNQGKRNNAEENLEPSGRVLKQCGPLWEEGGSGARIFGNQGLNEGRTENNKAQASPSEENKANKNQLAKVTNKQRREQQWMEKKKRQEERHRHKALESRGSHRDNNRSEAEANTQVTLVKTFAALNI
UCHL1 inh: inhibitors of human UCHL1 deubiquitinase; Ubiquitin carboxyl-terminal hydrolase isozyme L1 (Homo sapiens), P09936; purified UCHL1, Ub-rhodamine cleavage fluorescence; inhibition, % at 20 µM; 0.2% of 47,000 active; AID 1645859, 2021
Active calls of the source: *; i = inactive; · = no result given. No stated cut-off is given here; in the data, active means inhibition above about 30%; inactive means the rest. Rows are unselected. Share with any hit: about 14%.

SMILES | USP30 block | USP10 inh | USP7 inh | USP8 block | USP28 inh | USP17 inh | OTUD3 inh | UCHL1 inh
O=C(Cc1ccc(F)cc1)N1CCN(C(=O)c2cc(-c3ccccn3)n[nH]2)CC1 | 7 | 2 | 0 | -99 | -5 | -18 | -1 | -3
Cc1ccc(Cl)c(-n2nnc(C(=O)Nc3ccccc3C#N)c2C)c1 | 30* | 11 | 0 | 16 | 6 | 56* | -5 | 0
COc1ccc(-c2noc([C@@H]3CCCN3C3CCOCC3)n2)cn1 | -2 | -4 | -3 | -10 | 5 | -15 | 9 | 0
Clc1ccc2c(c1)NC1(CCN(Cc3cccnc3)CC1)N1CCN=C21 | 0 | -10 | -13 | -1 | 3 | 7 | 4 | -1
CC1CCN(S(=O)(=O)c2cccn(CC(=O)Nc3ccc(F)cc3)c2=O)CC1 | -21 | -7 | -46 | 19 | 2 | -6 | 13 | 2
COc1cccc(-c2nnc(-c3ccc(-n4ccnc4)nc3)o2)c1 | -13 | 1 | -18 | 4 | -3 | 13 | -1 | 2
O=C(Nc1ccccc1C(F)(F)F)N1CCC(c2nc3c(nnn3Cc3ccccc3)c(=O)[nH]2)CC1 | 22 | 9 | -2 | 14 | 13 | 12 | 5 | 0
Cc1cc(C)cc(NS(=O)(=O)c2ccc(-c3coc(C)n3)cc2)c1 | 0 | 0 | 1 | 14 | 9 | 17 | 6 | 2
COc1ccc(S(=O)(=O)NCCc2nnc3ccc(SCC(=O)Nc4ccc(OC)cc4OC)nn23)cc1 | 4 | 0 | 0 | 3 | -5 | -18 | 0 | -1
CN(C)c1cccc(C(=O)N(C(=O)c2cccc(N(C)C)c2)c2ncccn2)c1 | -16 | 1 | -5 | -97 | -13 | -18 | -7 | -1
COc1cc(OC)c(OC)cc1CC1C(=O)Nc2ccccc21 (stereo not drawn) | · | -4 | -4 | -13 | · | -26 | -5 | -4
Cc1cccc(C(=O)N2CCC(C(=O)NCCc3csc(C)n3)CC2)c1 | -1 | -2 | -1 | -1 | -10 | -24 | -8 | -2
COc1ccc(CC(=O)OCC(=O)N2c3ccccc3NC(=O)C2(C)C)cc1OC | -14 | 3 | 0 | 11 | 6 | -5 | 2 | 2
CN(C(=O)COc1ncnc2c1cnn2-c1ccccc1)C1CCCCC1 | -149 | -4 | 2 | 25 | -34 | -47 | -50 | -6
COc1cccc(OCCCn2c(C(C)NC(=O)c3ccco3)nc3ccccc32)c1 (stereo not drawn) | -8 | 0 | -2 | 2 | -6 | 51* | -1 | 5
Cc1ccc(C(=O)NCCc2nc(-c3ccc4c(c3)OCO4)n[nH]2)cc1F | 69* | 1 | -13 | 32* | 16 | 47* | 8 | 2
O=C(Nc1ccccc1)N1CCCC2(CCCN2Cc2cccc(F)c2)C1 (stereo not drawn) | -121 | -10 | -10 | -13 | -26 | -31 | -21 | -8
O=C(c1ccco1)N1CCN(c2nc(C3CC3)nc3c2CCC3)CC1 | 8 | 2 | -3 | -6 | 1 | 0 | 4 | 1
Cc1ccc2[nH]cc(-c3nnnn3-c3ccc(F)cc3)c2c1 | 2 | 4 | -6 | 8 | 3 | 2 | -3 | 4
COc1ccc(-c2noc(N3CCCC(C(=O)N(C)c4cc(Cl)c(OC)cc4OC)C3)n2)cc1 (stereo not drawn) | 10 | 7 | -16 | 16 | 4 | 8 | 0 | 4
Cc1ncccc1Oc1nccnc1C1CCCNC1 (stereo not drawn) | 16 | 3 | 5 | -1 | 0 | 15 | 7 | 1
CCc1csc(-c2cn(CC(=O)Nc3ccc(C)c(C)c3)cn2)n1 | -47 | -2 | -2 | -3 | 2 | -28 | -17 | -4
CS(=O)(=O)c1cnc(N2CCCCC2)nc1C1CCN(C(=O)CCc2ccco2)CC1 | -13 | 0 | -39 | 4 | -2 | 5 | -5 | -3
CC(Oc1ccc(Cl)cc1)C(=O)OCC(=O)Nc1ccc2[nH]c(=O)[nH]c2c1 (stereo not drawn) | -17 | -5 | -4 | -75 | 6 | 23 | -10 | 0
CC(C)Cn1c(=O)[nH]c2c(C(=O)N3CCN(C(C)C)CC3)snc2c1=O | -51 | -6 | 2 | 1 | -5 | -16 | 0 | 0
CC(C)[C@H](NC(=O)[C@H](Cc1ccccc1)n1c(=O)[nH]c2ccccc2c1=O)C(=O)N1CCC(C(=O)O)CC1 | 6 | 0 | 0 | -26 | -4 | -3 | 1 | -3
NC(=O)C1Cn2ccnc2C2(CCN(C(=O)C3CCC3)CC2)O1 (stereo not drawn) | -3 | -1 | -2 | -70 | -5 | -44 | 1 | -4
COc1ccc2c(c1)[nH]c1c(=O)n(Cc3cccnc3)cnc12 | 29 | 2 | 4 | 20 | 18 | 11 | 10 | 1
Cc1ncsc1C(=O)N1CCC[C@@H]2NC(=O)c3ccccc3OCC/C=C/C[C@@H]21 | 3 | -1 | 3 | 0 | 14 | 3 | 10 | -2
CN1CCC2(CCC1=O)CNC(=O)c1ccccc1O2 (stereo not drawn) | -4 | -1 | 0 | 5 | -8 | -4 | -6 | -4
Fc1ccc(CSc2ccc(-c3ccncc3)nn2)cc1 | 10 | 1 | -4 | 1 | 22 | 13 | 0 | 0
COc1ccc(-c2cc(C(=O)Nc3nc(-c4ccccc4)c(C)s3)c3ccccc3n2)c(OC)c1 | -21 | 8 | 5 | -72 | -8 | -25 | -5 | 3
COc1cccc(NC2=NS(=O)(=O)c3ccccc32)c1 | 41* | 1 | 5 | 23 | 23 | 41* | 15 | 4
O=C(Nc1ccc(S(=O)(=O)N2CCCCC2)cc1)c1ccccn1 | · | 2 | 11 | 1 | · | 75* | 4 | 3
c1ncn(CC2CN(Cc3csc(C4CCCC4)n3)CCO2)n1 (stereo not drawn) | -4 | -4 | -4 | -3 | -4 | -2 | 0 | 1
CC(=O)Nc1ccc(-n2cnc(C(=O)N3CCCC(C)C3)c2)nc1 (stereo not drawn) | 41* | 0 | 2 | 15 | 6 | 11 | 10 | 2
CCOc1ccc(NC(=O)c2nc(N3CCOCC3)c3c(C)scc3n2)cc1 | 27 | 3 | 3 | -141 | 10 | 5 | 5 | 1
O=C1CC(c2ccccc2)S(=O)(=O)c2ccccc2N1Cc1ccccc1F (stereo not drawn) | 29 | 6 | 4 | 14 | 8 | 39* | 8 | 6
Cc1ccc(S(=O)(=O)N[C@H](C(=O)N2CCC(C(=O)N[C@@H](Cc3c[nH]c4ccccc34)C(=O)O)CC2)C(C)C)cc1 | -16 | -1 | -1 | 4 | 0 | 1 | 0 | -3
Cc1nc(C2CCN(C(=O)c3ccccc3F)C2)cc(=O)[nH]1 (stereo not drawn) | 1 | 0 | 2 | 0 | -10 | -30 | 0 | -1
Cn1nc(-c2nc(-c3ccccc3)no2)c2c1CCN(C(=O)C1CCC1)C2 | 6 | -2 | -10 | 12 | 9 | 2 | -6 | 5
Cc1noc([C@@H]2C[C@H](NC(=O)Nc3cccc(C#N)c3)CN2C)n1 | 6 | 2 | 1 | -15 | -11 | -5 | -7 | 0
CC(C)(C)C(=O)Nc1ccc(C(=O)Nc2cccc(-c3nnc(-c4ccccc4)o3)c2)cc1 | 55* | 38* | 7 | 4 | 30 | 44* | 18 | 1
CC(=O)c1ccc(NC(=O)C2(C)Cc3ccccc3C(=O)O2)cc1 (stereo not drawn) | 14 | -1 | 0 | 6 | 11 | 0 | 15 | 2
CCOC(=O)c1cc(NC(=O)c2ccco2)ccc1N1CCOCC1 | -14 | -2 | 0 | -4 | 0 | -8 | 12 | 4
Cc1nccc(C2CCCN2C(=O)c2ccc(-n3cccn3)nc2)n1 (stereo not drawn) | 0 | -3 | 2 | -4 | -6 | -5 | -1 | -3
CCc1cccc(NC(=O)Cc2nc(-c3cccnc3)n[nH]2)c1 | -19 | -7 | 0 | -7 | 0 | -7 | -1 | -1
Cn1c(CC(=O)Nc2ccc(Cl)cc2)nnc1SCC(=O)N1CCOCC1 | -5 | -1 | -9 | 1 | -2 | -5 | -5 | -2
CC(C)c1nc2c(nnn2C[C@@H]2CCCN(C(=O)c3ccccc3F)C2)c(=O)[nH]1 | -11 | 2 | -1 | -2 | -16 | -6 | -6 | -4
Cc1cc(=O)[nH]c(N2CCN(CC(=O)N3CCCC(C)C3)CC2)n1 (stereo not drawn) | 10 | 2 | 5 | 1 | 15 | 6 | 1 | 3
COc1ccc(NC(=O)c2ccc(-n3nnnc3SC)cc2)cc1Cl | 6 | 17 | 4 | -12 | 14 | -4 | 87* | 0
O=C(NC1CCCC1)c1cc(N2CCCC2)n2nccc2n1 | i | -7 | -61 | -238 | -163 | -166 | -174 | -61
CC1(C)CC(=O)c2cnc3c(C(=O)NC4CCCCCC4)cnn3c2C1 | -2 | 1 | 4 | 11 | -2 | 3 | -2 | 0
Fc1cccc(-c2nnc3ccc(SCc4ccccn4)nn23)c1 | 30* | 3 | 0 | -113 | 12 | 23 | 15 | -1
COc1ccc(-c2c(C)nn3c2ncc2c(=O)n(-c4ccccc4C#N)ccc23)cc1 | 6 | -2 | 5 | 4 | 2 | -1 | 0 | 7
COc1ccc(C)cc1NC(=O)c1cc(S(=O)(=O)N(C)C2CCCCC2)ccc1F | -1 | 5 | 3 | 9 | -7 | 1 | -5 | 1
CCOc1ccc2nc(NC(=O)CN3CCC(C(N)=O)CC3)sc2c1 | -1 | 0 | 0 | 0 | -13 | 0 | -16 | 0

Grouped by structure: those above with fluorine.
SMILES | USP30 block | USP10 inh | USP7 inh | USP8 block | USP28 inh | USP17 inh | OTUD3 inh | UCHL1 inh
O=C(Cc1ccc(F)cc1)N1CCN(C(=O)c2cc(-c3ccccn3)n[nH]2)CC1 | 7 | 2 | 0 | -99 | -5 | -18 | -1 | -3
CC1CCN(S(=O)(=O)c2cccn(CC(=O)Nc3ccc(F)cc3)c2=O)CC1 | -21 | -7 | -46 | 19 | 2 | -6 | 13 | 2
O=C(Nc1ccccc1C(F)(F)F)N1CCC(c2nc3c(nnn3Cc3ccccc3)c(=O)[nH]2)CC1 | 22 | 9 | -2 | 14 | 13 | 12 | 5 | 0
Cc1ccc(C(=O)NCCc2nc(-c3ccc4c(c3)OCO4)n[nH]2)cc1F | 69* | 1 | -13 | 32* | 16 | 47* | 8 | 2
O=C(Nc1ccccc1)N1CCCC2(CCCN2Cc2cccc(F)c2)C1 (stereo not drawn) | -121 | -10 | -10 | -13 | -26 | -31 | -21 | -8
Cc1ccc2[nH]cc(-c3nnnn3-c3ccc(F)cc3)c2c1 | 2 | 4 | -6 | 8 | 3 | 2 | -3 | 4
Fc1ccc(CSc2ccc(-c3ccncc3)nn2)cc1 | 10 | 1 | -4 | 1 | 22 | 13 | 0 | 0
O=C1CC(c2ccccc2)S(=O)(=O)c2ccccc2N1Cc1ccccc1F (stereo not drawn) | 29 | 6 | 4 | 14 | 8 | 39* | 8 | 6
Cc1nc(C2CCN(C(=O)c3ccccc3F)C2)cc(=O)[nH]1 (stereo not drawn) | 1 | 0 | 2 | 0 | -10 | -30 | 0 | -1
CC(C)c1nc2c(nnn2C[C@@H]2CCCN(C(=O)c3ccccc3F)C2)c(=O)[nH]1 | -11 | 2 | -1 | -2 | -16 | -6 | -6 | -4
Fc1cccc(-c2nnc3ccc(SCc4ccccn4)nn23)c1 | 30* | 3 | 0 | -113 | 12 | 23 | 15 | -1
COc1ccc(C)cc1NC(=O)c1cc(S(=O)(=O)N(C)C2CCCCC2)ccc1F | -1 | 5 | 3 | 9 | -7 | 1 | -5 | 1

Compound activity as filed in PubChem BioAssay.
